# Pf gamet viab: inhibitors of late stage P. falciparum gametocyte viability. 0.065% of 150,000 active. inhibition, % at 10.9 µM. P. falciparum stage V gametocytes, ATP luminescence, 24 h;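 active = inhibition above the mean plus 3 SD of compounds within the control limits, set per campaign, cut at about 38% in these data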;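 also: 0% = DMSO wells and 100% = medium only without gametocytes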
# Mcl1-Noxa inh: disrupts binding of human Mcl-1 to Noxa peptide. Q07820. TR-FRET Mcl-1/Noxa peptide binding, 2 h. inhibition, % at 21.7 µM. 1.5% of 220,000 active;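 active = compounds that cut the protein-peptide binding signal by more than 50% relative to plate controls in a single-dose test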;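 also: His-tagged Mcl-1 with rhodamine Noxa BH3 peptide and terbium anti-His antibody; 0% = Mcl-1 plus Noxa peptide wells and 100% = peptide-only wells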
# Target sequence (Q07820 whole entry, looked up): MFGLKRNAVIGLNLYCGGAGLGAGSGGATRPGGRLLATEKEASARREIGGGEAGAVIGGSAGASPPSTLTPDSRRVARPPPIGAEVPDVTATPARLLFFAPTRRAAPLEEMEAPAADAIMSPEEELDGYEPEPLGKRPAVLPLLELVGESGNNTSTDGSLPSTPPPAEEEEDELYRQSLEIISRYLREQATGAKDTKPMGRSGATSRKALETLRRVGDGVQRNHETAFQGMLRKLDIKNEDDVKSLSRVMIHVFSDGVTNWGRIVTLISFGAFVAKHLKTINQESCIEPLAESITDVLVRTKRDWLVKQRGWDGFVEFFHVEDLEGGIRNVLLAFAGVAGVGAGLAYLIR
# Avidin bead fluor: compound fluoresces at 488/530 nm on avidin beads | fluorescence (KMESF) at 10 µM | AID 1775 | 0.38% of 220,000 active | compound fluorescence 488/530 nm, flow cytometry; hits give high values; in the data active = fluorescence above about 47; also: inactives centre near 10
# Rac1 mut GTP: alters GTP binding to activated mutant human Rac1 | 0.11% of 190,000 active | percent activity (GTP binding), % at 10 µM | P63000 | GST-Rac1 activated beads, fluorescent GTP binding, flow cytometry; actives lie on both sides; 100% means binding = to untreated wells | AID 764;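 active = GTP binding at least 20 percentage points away from the 100% baseline, in either direction, so actives lie on both sides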
# Rab2 wt GTP: changes GTP binding to wildtype dog Rab2A, up or down; P61105; GST-Rab2 wt beads, Bodipy-GTP binding, flow cytometry; GTP binding activity, % at 10 µM; 0.19% of 190,000 active; AID 760;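 active = GTP binding activity at least 20 points away from 100%, either lowered or raised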;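 also: 0% = beads with excess unlabeled GTP and 100% = no-compound control corrected for plate trend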
# Rab7 wt GTP bind: modulators of GTP binding to dog Rab7 wildtype GTPase | GTP binding activity (percent of control), % at 10 µM | AID 758 | 0.055% of 190,000 active | GST-Rab7 beads, fluorescent GTP binding, flow cytometry; actives lie on both sides; untreated = 100%, excess cold GTP = 0%;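 active = fluorescent GTP binding to Rab7 beads changed by at least 20 points from the 100% baseline, either direction, mostly lower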;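 also: median green fluorescence of bound Bodipy-FL-GTP per Rab7 bead population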
# HRas wt GTP: changes GTP binding to wildtype human HRas. GST-Ras wt beads, Bodipy-FL-GTP binding, flow cytometry; actives lie on both sides. GTP binding activity, % at 10 µM. 0.14% of 190,000 active. AID 759;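 active = GTP binding activity at least 20% away from the 100% baseline, either lowered as inhibitor or raised as activator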;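 also: 0% = unlabeled GTP competition control and 100% = no-compound control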
# Target sequence (P01112 whole entry, looked up): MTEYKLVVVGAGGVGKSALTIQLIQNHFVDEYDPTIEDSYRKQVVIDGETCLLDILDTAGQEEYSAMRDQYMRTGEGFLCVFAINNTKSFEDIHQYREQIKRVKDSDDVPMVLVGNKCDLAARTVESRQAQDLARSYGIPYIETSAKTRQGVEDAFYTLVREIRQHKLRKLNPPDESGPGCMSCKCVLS
# Cdc42 wt: changes GTP binding to wildtype human Cdc42; P60953; AID 761; 0.2% of 190,000 active; percent activity (GTP binding), % at 10 µM; GST-Cdc42 beads, Bodipy-GTP binding, flow cytometry; actives lie on both sides;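 active = percent activity GTP binding at least 20 points away from the 100% baseline, either down as inhibitor or up as activator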;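 also: median bead fluorescence of bound Bodipy-FL-GTP at 100 nM; 0% = excess unlabeled GTP control and 100% = no compound control; below 100% means less GTP binding so inhibitor and above means activator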
# Target sequence (P60953 whole entry, looked up): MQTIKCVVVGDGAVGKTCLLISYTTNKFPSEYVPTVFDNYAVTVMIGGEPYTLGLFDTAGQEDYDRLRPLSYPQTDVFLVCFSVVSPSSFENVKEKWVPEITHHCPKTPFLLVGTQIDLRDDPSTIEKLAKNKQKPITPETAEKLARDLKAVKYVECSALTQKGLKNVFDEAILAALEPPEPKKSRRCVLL
# ABCB1 inh: blocks JC-1 efflux by human ABCB1 transporter | CCRF-Adr cells, flow cytometry | inhibition, % at 6.6 µM | 0.067% of 190,000 active | AID 1326 | P08183; in the data active = inhibition above about 40%;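 also: 0% = vehicle and 100% = reference inhibitor; higher value means more JC-1 retained so stronger ABCB1 efflux block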
# Rac1 wt modul: alters GTP binding to wildtype human Rac1; P63000; GTP binding activity (% of control), % at 10 µM; GST-Rac1 beads, fluorescent GTP binding, flow cytometry; actives lie on both sides; 0 = cold GTP competed, 100 = untreated; 0.27% of 190,000 active;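 active = GTP binding activity at least 20 points away from the 100% control level, either lower or higher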
# ABCG2 inh: blocks JC-1 efflux by human ABCG2 transporter | Q9UNQ0 | IgMXP3 cells, flow cytometry | inhibition, % at 6.6 µM | 0.1% of 190,000 active | AID 1325;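 active = inhibition above 80%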;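 also: 0% = DMSO and 100% = nicardipine control wells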
#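 Incubation: cells with compound and JC-1, 10 min at 25 °C, rotating, no wash / Test system: IgMXP3 (ABCG2) plus far-red-tagged CCRF-Adr (ABCB1) cells / Compound dosing: one concentration, 6.6 µM final / Also added: JC-1 fluorescent substrate / Evaluation: efflux inhibition in percent versus controls / Detection: flow cytometry, 530 nm JC-1 signal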
# * hit, by the source's call; x = not tested or not shown.
SMILES,Pf gamet viab,Mcl1-Noxa inh,Avidin bead fluor,Rac1 mut GTP,Rab2 wt GTP,Rab7 wt GTP bind,HRas wt GTP,Cdc42 wt,ABCB1 inh,Rac1 wt modul,ABCG2 inh
CC1=CC(=C(C#N)C#N)C=C(C)N1Cc1ccccc1,17,18,10,96,96,94,96,98,1.3,97,6
CCCC(=O)Nc1cc(OC)c(OC)cc1C(=O)O,x,2,31,91,89,93,92,90,0.3,92,2
CC1(C)Cc2nc(NCCCO)c(C#N)cc2CO1,x,-8,16,102,108,109,108,108,0.6,106,2
CSc1snc(SCC(N)=O)c1C#N,17,12,8,99,102,102,103,102,0.3,111,2
Cc1cc(C=O)c(C)n1-c1sc2c(c1C(=O)O)CCCC2,5,-3,18,98,98,99,100,99,0.7,103,8
Cc1ccc(N2CCN(S(=O)(=O)c3ccc(F)c(C)c3)CC2)c(C)c1,-15,x,14,92,91,93,94,94,-0.4,91,-2
CNC(=O)c1sc(N2N=C3/C(=C/c4ccccc4)CCCC3C2c2ccccc2)nc1C (stereo not given),x,3,4,103,106,101,104,103,0.1,104,0
CSc1c[n+]2c(n1C)CCC2,x,0,52*,100,98,95,98,100,0.4,100,2
O=C(O)CCc1ccc(-c2cccs2)n1CC1CCCO1 (stereo not given),16,5,32,95,96,95,97,98,0.0,97,0
CCCCOc1ccc(C(=O)OC2CC(C)N(C)CC2C)cc1 (stereo not given),x,6,5,95,97,100,96,99,0.5,94,3
Cc1onc(-c2ccccc2)c1C(=O)NNC(=S)NC(=O)/C=C/c1cccs1,-9,-25,16,93,95,99,94,97,-1.4,97,-14
CC1CCN(S(=O)(=O)N2CCC(C(=O)NCc3ccc4c(c3)OCO4)CC2)CC1,-12,26,6,96,94,93,92,97,1.6,109,3
O=C(Nc1cnc2ccccn2c1=O)c1ccc(Cl)cc1Cl,x,-7,24,96,102,101,101,96,0.1,99,0
Cc1ccc2cc(C)c3nnc(SCC(=O)Nc4nc5c(s4)CCCC5)n3c2c1,x,24,24,100,98,99,100,100,1.0,104,1
Cc1ccc(-n2c(C)cc(C(=O)COC(=O)c3c(C)noc3C)c2C)cc1,-1,12,9,97,98,97,100,96,0.5,90,3

# With a hit mark in Avidin bead fluor (from the list above):
mol	Mcl1-Noxa inh	Avidin bead fluor	Rac1 mut GTP	Rab2 wt GTP	Rab7 wt GTP bind	HRas wt GTP	Cdc42 wt	ABCB1 inh	Rac1 wt modul	ABCG2 inh
CSc1c[n+]2c(n1C)CCC2	0	52*	100	98	95	98	100	0.4	100	2

# The results go on:
SMILES,Pf gamet viab,Mcl1-Noxa inh,Avidin bead fluor,Rac1 mut GTP,Rab2 wt GTP,Rab7 wt GTP bind,HRas wt GTP,Cdc42 wt,ABCB1 inh,Rac1 wt modul,ABCG2 inh
CN(Cc1ccccc1)c1cc(Cl)nc(N)n1,-4,11,8,96,97,105,98,98,0.0,98,1
O=C(CSc1nc2c(c(=O)[nH]1)CCC2)Nc1cccc(Cl)c1,x,-4,18,99,107,104,105,105,0.3,102,2
O=C(CN(c1ccc(F)cc1)S(=O)(=O)c1ccc2c(c1)OCCO2)N1CCOCC1,x,-8,7,101,100,103,102,104,-2.8,107,-4
O=C(COC(=O)Cc1c[nH]c2ccccc12)Nc1ccccc1,-13,-4,4,99,99,103,103,102,-2.2,106,3
COc1ccc(NCc2nnc(SCc3ccc(Cl)cc3)n2-c2ccccc2)cc1,-5,16,2,98,96,93,95,100,-0.3,103,-1
CC(=O)n1c2c(c3ccccc31)OC(N)=C(C#N)C2c1ccc(C(C)C)cc1 (stereo not given),x,11,22,97,98,97,98,98,0.5,102,1
Cc1cc(/C(=N/O)C(C)(C)NO)ccc1Cl,x,7,34,96,99,95,98,100,0.3,97,1
Fc1ccc(/C=N/NC(=S)Nc2ccc(Cl)cc2)cc1F,-9,15,12,95,98,98,99,100,0.2,101,4

# Complete entries, looked up by structure.
# COc1ccc(NCc2nnc(SCc3ccc(Cl)cc3)n2-c2ccccc2)cc1 is listed as Pf gamet viab: -5; Mcl1-Noxa inh: 16; Avidin bead fluor: 2; Rac1 mut GTP: 98; Rab2 wt GTP: 96; Rab7 wt GTP bind: 93; HRas wt GTP: 95; Cdc42 wt: 100; ABCB1 inh: -0.3; Rac1 wt modul: 103; ABCG2 inh: -1
# Fc1ccc(/C=N/NC(=S)Nc2ccc(Cl)cc2)cc1F is listed as Pf gamet viab: -9; Mcl1-Noxa inh: 15; Avidin bead fluor: 12; Rac1 mut GTP: 95; Rab2 wt GTP: 98; Rab7 wt GTP bind: 98; HRas wt GTP: 99; Cdc42 wt: 100; ABCB1 inh: 0.2; Rac1 wt modul: 101; ABCG2 inh: 4

# Molecules from the list above that contain fluorine:
SMILES,Pf gamet viab,Mcl1-Noxa inh,Avidin bead fluor,Rac1 mut GTP,Rab2 wt GTP,Rab7 wt GTP bind,HRas wt GTP,Cdc42 wt,ABCB1 inh,Rac1 wt modul,ABCG2 inh
Cc1ccc(N2CCN(S(=O)(=O)c3ccc(F)c(C)c3)CC2)c(C)c1,-15,x,14,92,91,93,94,94,-0.4,91,-2
O=C(CN(c1ccc(F)cc1)S(=O)(=O)c1ccc2c(c1)OCCO2)N1CCOCC1,x,-8,7,101,100,103,102,104,-2.8,107,-4
Fc1ccc(/C=N/NC(=S)Nc2ccc(Cl)cc2)cc1F,-9,15,12,95,98,98,99,100,0.2,101,4

# Part of the list above, with two lines to a compound.
# Results follow in this order: Pf gamet viab, Mcl1-Noxa inh, Avidin bead fluor, Rac1 mut GTP, Rab2 wt GTP, Rab7 wt GTP bind, HRas wt GTP, Cdc42 wt, ABCB1 inh, Rac1 wt modul, ABCG2 inh
- O=C(Nc1cnc2ccccn2c1=O)c1ccc(Cl)cc1Cl
→ x, -7, 24, 96, 102, 101, 101, 96, 0.1, 99, 0
- Cc1ccc2cc(C)c3nnc(SCC(=O)Nc4nc5c(s4)CCCC5)n3c2c1
→ x, 24, 24, 100, 98, 99, 100, 100, 1.0, 104, 1
- Cc1ccc(-n2c(C)cc(C(=O)COC(=O)c3c(C)noc3C)c2C)cc1
→ -1, 12, 9, 97, 98, 97, 100, 96, 0.5, 90, 3
- CN(Cc1ccccc1)c1cc(Cl)nc(N)n1
→ -4, 11, 8, 96, 97, 105, 98, 98, 0.0, 98, 1

# High-throughput results (PubChem)
